GPR7 antag – human neuropeptides B/W receptor 1 antagonism. GPR7-expressing cells, fluorescence antagonist assay. inhibition, % at 4.4 µM. 290,000 compounds, 1.1% hits. AID 1861; in the data active = inhibition above about 16%, passing the limit was not always enough;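 also: cells stimulated with the agonist NPW; 0% = agonist with vehicle and 100% = vehicle without agonist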
Target sequence (P48145 whole entry, looked up): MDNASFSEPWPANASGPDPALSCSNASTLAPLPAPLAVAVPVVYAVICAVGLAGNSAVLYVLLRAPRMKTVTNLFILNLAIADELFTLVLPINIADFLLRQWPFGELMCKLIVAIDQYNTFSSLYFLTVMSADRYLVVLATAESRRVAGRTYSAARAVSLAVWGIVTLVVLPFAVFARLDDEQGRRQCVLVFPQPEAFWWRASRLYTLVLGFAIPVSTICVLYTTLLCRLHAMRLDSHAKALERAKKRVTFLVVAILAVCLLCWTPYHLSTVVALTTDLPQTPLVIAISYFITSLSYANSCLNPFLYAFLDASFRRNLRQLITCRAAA
GalR3 antag – antagonists of human GalR3; AID 651719; inhibition, % at 3 µM; O60755; HEK293 GalR3-CNG cAMP membrane potential fluorescence; galR3 body fused to GalR1 C-terminus; 360,000 compounds, 0.44% hits;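 active = inhibition above the screen-wide average plus 3 SD, cut at about 13% in these data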;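 also: forskolin and galanin both at EC90 stimulate the cells; cAMP rise reported by CNG channel membrane potential dye signal; 0% = forskolin plus galanin with DMSO and 100% = forskolin alone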
Target sequence (O60755 1-299 limits assumed): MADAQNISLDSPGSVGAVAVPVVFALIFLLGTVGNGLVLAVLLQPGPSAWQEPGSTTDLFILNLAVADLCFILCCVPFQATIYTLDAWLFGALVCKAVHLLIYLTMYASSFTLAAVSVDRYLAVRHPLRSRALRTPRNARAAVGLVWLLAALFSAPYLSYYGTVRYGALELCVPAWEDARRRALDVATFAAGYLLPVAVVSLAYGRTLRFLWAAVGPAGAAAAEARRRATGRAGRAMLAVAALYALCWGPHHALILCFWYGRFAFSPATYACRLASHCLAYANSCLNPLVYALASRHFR
OXTR potentiate – human OXTR potentiation. 320,000 compounds, 0.061% hits. P30559. CHO-OTR cells, Fluo-8 calcium fluorescence, potentiator mode; 0% = oxytocin EC15, 100% = EC100. activation, % at 3 µM;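 active = activation above that plate's cutoff, the mean activation of tested compounds plus 3 SD, cut at about 6.6% in these data, passing the limit was not always enough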;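 also: 100% uses oxytocin at 75 nM as the full agonist control; some results filed as inactive read as strong as hits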
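Measured by – Fluo-8 calcium dye fluorescence · Test system – human OTR in CHO cells · Dosing – one concentration, 3.0 µM compound · Controls – EC15 oxytocin alone as 0%, 75 nM oxytocin as 100% · Evaluation – normalized max/min fluorescence ratio, % activation · Timing – 6 min pre-incubation, 100 s read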
MEKK2 WT-MEK5 – raises or lowers MEK5 binding to wildtype human MEKK2 PB1 domain | 290,000 compounds, 1.1% hits | binding response (% of control), % at 10 µM | bead flow cytometry, Alexa488-MEK5 binding to MEKK2 WT; actives lie on both sides; in the data active = binding response below about 67% or above about 130%; inconclusive = no clear call, values can overlap the other calls; inactive = in between
PfM18AAP inh – PfM18AAP enzyme inhibition | recombinant PfM18AAP, H-Glu-NHMec fluorogenic cleavage | inhibition, % at 7.35 µM | 290,000 compounds, 1.2% hits | AID 1822;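 active = inhibition above the campaign mean inhibition over all tested compounds plus 3 SD, cut at about 28% in these data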;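 also: 0% = plate median of test compound wells and 100% = 2 mM ZnCl2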
OXTR agonist – human OXTR agonism. activation, % at 3 µM. CHO-OTR cells, Fluo-8 calcium fluorescence; normalized: DMSO 0%, oxytocin 100%. 320,000 compounds, 0.32% hits;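 active = activation above the mean of all tested compounds plus 3 SD, cutoff set per screening run, cut at about 20% in these data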;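 also: peak over basal fluorescence ratio from a 100 s FLIPR kinetic read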
V1R ag counter – activates human V1a receptor in oxytocin agonist counter-screen; P37288; CHO-V1R cells, Fluo-8 calcium fluorescence, agonist mode; 0% DMSO, 100% 3 nM vasopressin; activation, % at 3 µM; 320,000 compounds, 0.25% hits; AID 2797;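 active = activation above the mean activation of all tested compounds plus 3 SD, per screening run, cut at about 20% in these data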;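 also: signal is peak over basal fluorescence ratio across a 100 second FLIPR read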
Target sequence (P37288 whole entry, looked up): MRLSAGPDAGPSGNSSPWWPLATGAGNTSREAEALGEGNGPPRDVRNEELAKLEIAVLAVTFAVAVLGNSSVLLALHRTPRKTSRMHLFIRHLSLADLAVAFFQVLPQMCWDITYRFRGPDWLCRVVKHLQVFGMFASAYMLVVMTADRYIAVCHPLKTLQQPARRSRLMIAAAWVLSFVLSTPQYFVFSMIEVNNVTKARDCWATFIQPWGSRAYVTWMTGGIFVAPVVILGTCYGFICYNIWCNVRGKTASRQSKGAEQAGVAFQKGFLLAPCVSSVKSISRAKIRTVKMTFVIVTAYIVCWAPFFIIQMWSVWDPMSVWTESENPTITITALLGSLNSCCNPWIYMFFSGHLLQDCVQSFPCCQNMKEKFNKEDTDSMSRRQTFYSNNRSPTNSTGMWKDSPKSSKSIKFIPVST
MEKK2mut PB1 HTS – signal of MEK5 binding to mutant human MEKK2 PB1 domain. bead flow cytometry, Alexa488-MEK5 binding to MEKK2 mutant. percent response, % at 10 µM. 290,000 compounds, 0.35% hits. AID 1530; in the data active = percent response above about 24%, passing the limit was not always enough; also: inactives centre near 1; some results filed as inactive read as strong as hits
NALP1 inh – NALP1 inhibition; S. cerevisiae NALP1/ASC/caspase-1 growth, X-gal OD620, 72 h; inhibition, % at 10 µM; 280,000 compounds, 0.61% hits; AID 2071; in the data active = inhibition mostly above about 24%, no sharp cut-off; inactive = mostly below about 32%; also: some compounds called inactive have numbers as strong as hits
An asterisk follows results filed as active; ? = inconclusive; · = not tested or not shown.

SMILES	GPR7 antag	GalR3 antag	OXTR potentiate	MEKK2 WT-MEK5	PfM18AAP inh	OXTR agonist	V1R ag counter	MEKK2mut PB1 HTS	NALP1 inh
Cc1c(CN2CCC(n3nccc3NC(=O)C3CC3)CC2)[nH]c2ccccc12	-7	-1	0	112	3	0.2	-0.2	8	12
CCOC(=O)c1oc2ccccc2c1COC(=O)CNC(=O)c1ccccc1OC	·	-1	-10	·	·	-1.6	0.2	·	·
CC(C)C(C(=O)NCc1ccco1)N(C(=O)CNS(=O)(=O)c1ccccc1)C1CCCC1 (configuration not stated)	-4	2	4	103	-2	-0.8	-0.3	1	27
Cc1ccccc1NC(=O)COC(=O)c1ccc(CSc2ccc(Cl)cc2)cc1	-4	-2	-1	102	-8	0.4	-0.4	2	18
CC(NC(=O)COC(=O)Cn1cnc2ccccc2c1=O)C1CC2CCC1C2 (configuration not stated)	1	-1	-12	102	-1	0.3	1.8	-1	·
Cc1cc(C(=O)CSc2nc3ccc(Cl)cc3[nH]2)c(C)n1CC1CCCO1 (configuration not stated)	0	-5	-29	99	-1	13	11	3	9
O=S(=O)(c1ccc(Cl)c(NC(=S)N/N=C/c2c(F)cccc2F)c1)N1CCOCC1	-1	-5	-9	103	14	-2.6	0.3	1	16
Cc1ccc(C2(C)NC(=O)N(CC(=O)N3CCc4ccccc43)C2=O)cc1 (configuration not stated)	·	-4	-11	·	·	20*	16	·	·
Cn1nc(C(F)(F)F)c(-c2ccc(Br)cc2)c1NC(=O)Nc1ccc(F)cc1F	-12	-6	-18	138*	5	8.3	16	31	·
Cc1ccc(NC(=O)CCC(=O)OCC(F)(F)C(F)F)cc1	-13	-5	-4	101	2	-0.3	-0.8	-2	2
Cc1ccc2c(c1)COc1c3ccc(C(=O)N4CCCCC4)cc3nn1-2	·	-4	-5	112	·	-1.4	2.3	8	9
Cc1cc(Cl)ccc1NC(=S)NCc1ccc(S(N)(=O)=O)cc1	-6	-5	-15	103	-14	-1.1	-0.3	1	5
Cc1ccc2nc(NC(=O)/C=C/c3ccc4c(c3)OCO4)sc2c1	-5	-1	7	95	-16	-0.2	0.9	-4	21
O=C(NNC(=S)NCc1ccco1)c1ccc(S(=O)(=O)N2CCOCC2)cc1	4	-9	-14	92	17	1.2	0.7	-3	-5
Cc1noc(C)c1COC(=O)Cc1ccc(Br)cc1	-3	-9	-3	105	1	-2.1	-1.2	-2	9
Cc1ccc(C)c(N2CCN(C(=O)CCn3c(=S)[nH]c4cc5c(cc4c3=O)OCO5)CC2)c1	-9	-1	0	91	-3	-0.1	-0.5	-4	5
C[C@@H](NC(=O)Cn1cnc2c(OCc3ccccc3)ncnc21)c1cccc2ccccc12	·	-6	-6	·	·	0.6	1.6	·	·
Cc1ccc(OCc2ccc(C#N)cc2)c(C(=O)c2cc(C#N)c(=O)n(C3CC3)c2)c1	-5	0	-11	115	-2	-0.2	0.9	52*	18
CC1CCN(C(=S)NC(=O)c2cccc([N+](=O)[O-])c2)CC1	-3	-4	-3	104	-7	-0.8	0.9	7	0
CN(C)c1nc(N)nc(CSc2nnnn2C)n1	-1	0	-2	105	-1	0.7	0.7	10	0
COCCNC(=O)CN(C(=O)Cn1nnc2ccccc21)c1ccc(C)cc1	-6	-6	-5	97	-6	1.3	16	-1	-4
COc1ccc(S(=O)(=O)N2CCC3(CC2)OCCN3S(=O)(=O)c2ccc(OC)cc2)cc1	·	-3	-15	·	·	2.5	2.1	·	·
COc1cc(OC)cc(C(=O)NC(C(=O)NCc2ccccn2)C(C)C)c1 (configuration not stated)	·	-5	-5	·	·	-0.3	0.9	·	·
COc1ccc(C(=O)OCC(=O)Nc2ccc(F)c(F)c2F)cc1OC	-10	-6	-4	118	-1	1.0	1.6	9	-8
O/N=C(\Cc1cscn1)c1ccc(O)cc1O	-4	-1	-6	85	-2	-0.7	-0.2	-14	-2
O=c1[nH]c(CSc2nnc(-c3ccccc3)n2-c2ccccc2)nc2ccccc12	4	-4	-3	97	-4	-0.5	0.0	-2	28
Cn1cc(Br)c(-c2cccc(NC(=O)CCC(=O)O)c2)n1	-16	4	-1	101	1	0.2	-2.0	4	4
CCC(CC)C(=O)c1c[nH]c(C(=O)NCc2ccco2)c1	-1	-3	3	97	1	0.9	0.0	-5	28
O=C(N/N=C/c1cccnc1)c1cccc(NC(=O)c2ccccc2Cl)c1	-8	-8	-5	98	-7	-0.4	0.2	-1	10
Cc1ccc(C)c(NC(=O)CSc2nnc(-c3ccco3)o2)c1	-7	-5	-1	101	5	0.1	1.0	3	7
CN1CCc2c(sc3c2C(=O)NC(/C=C/c2ccco2)N3)C1 (configuration not stated)	-15	-4	-9	93	10	-0.9	0.5	-3	·
Cc1cccc(Nc2ccc([N+](=O)[O-])cc2C(=O)O)c1	-7	-1	-11	105	1	-0.5	1.2	15	-6
COc1cccc(C(=O)N2CCN(Cc3cc(Br)ccc3OC)CC2)c1	3	0	-11	109	-1	-1.0	0.1	5	7
CC(C)c1ccc(NC2CCCN(C(=O)c3cnsn3)C2)cc1 (configuration not stated)	-3	0	-7	105	7	-1.0	1.5	6	8
COC(=O)c1ccsc1NC(=O)CN1CCN(Cc2ccc3c(c2)OCO3)CC1	-9	-4	-4	106	-11	-0.1	-0.4	3	-1
O=C(C[C@H]1C/C=C\C[C@@H](Cc2ccc(F)cc2)C(=O)O[C@H](c2ccccc2)CNC1=O)N[C@@H](CO)Cc1ccccc1	·	-7	0	·	·	2.5	2.8	·	·
CCCOC(=O)N[C@@H]1C(=O)N2C(C(=O)OCCC)=C(C)CS[C@H]12	-6	-5	-2	103	-1	1.0	1.7	1	27
CCN(CC)CCCC(C)NC(=O)c1ccc(C(F)(F)F)cc1 (configuration not stated)	-4	-5	-9	97	6	0.1	0.8	-1	6
O=C(c1ccc(Cn2cc(Cl)cn2)o1)N1CCN(Cc2ccc3c(c2)OCO3)CC1	10	·	-7	105	3	2.2	0.4	10	-7
Cc1cccc(NC(=O)CC2S/C(=N/c3nccs3)N(C)C2=O)c1 (configuration not stated)	4	-4	-10	109	9	4.3	5.7	2	14
CC(C(=O)Nc1ccc(Cl)cc1)c1ncc(C(F)(F)F)cc1Cl (configuration not stated)	5	-4	0	95	0	-0.9	1.0	-2	34
COCC(=O)N1CCC(Oc2ccc(C(=O)N(C)Cc3nccs3)cc2)CC1	-10	-1	3	108	5	0.3	2.6	7	-6
Cc1ccc(C)c(Cn2c(=O)n(CCC(=O)NCc3ccco3)c(=O)c3sccc32)c1	-8	-7	-1	101	-2	-0.8	-0.8	7	·
CC[n+]1c(/C=C(\C)SC)sc2ccccc21	-5	-6	3	102	44*	-1.5	-0.2	0	-4
Cn1c(Cn2c(=O)sc3ccccc32)nnc1SCC(=O)Nc1ccc(F)cc1	-3	2	5	?	-45	-0.1	0.1	-14	-41

Entries of single compounds as entered above. Order of values: GPR7 antag, GalR3 antag, OXTR potentiate, MEKK2 WT-MEK5, PfM18AAP inh, OXTR agonist, V1R ag counter, MEKK2mut PB1 HTS, NALP1 inh
Shown for Cc1noc(C)c1COC(=O)Cc1ccc(Br)cc1 = -3, -9, -3, 105, 1, -2.1, -1.2, -2, 9
Shown for COCC(=O)N1CCC(Oc2ccc(C(=O)N(C)Cc3nccs3)cc2)CC1 = -10, -1, 3, 108, 5, 0.3, 2.6, 7, -6

Later entries:
SMILES	GPR7 antag	GalR3 antag	OXTR potentiate	MEKK2 WT-MEK5	PfM18AAP inh	OXTR agonist	V1R ag counter	MEKK2mut PB1 HTS	NALP1 inh
CN1CCN(C(=O)C2CCN(S(=O)(=O)c3ccc(F)cc3)CC2)CC1	-2	-8	4	94	2	1.2	0.9	-8	24
O=C(COc1ccc2ccccc2c1)Nc1ccncc1	17	66*	-12	94	-6	17	11	-4	4
COc1ccccc1NC(=O)CSc1nnc2ccccn12	·	-2	-6	·	·	0.5	7.7	·	·
Cc1cc(C)n(-c2ccc(C(=O)N3CCC(CO)(Cc4ccccc4)CC3)cc2)n1	-3	2	-15	89	-5	2.6	3.2	-9	12
O=C1Nc2c(Br)cc(Br)c3cccc1c23	-12	10	4	95	-10	-1.1	-0.2	-1	1
Cc1ccc(C(=O)NC2CCc3ccccc3C2=O)cc1 (configuration not stated)	2	-5	-10	98	5	-1.4	0.1	-38	5
O=c1c2cnn(-c3ccccc3Cl)c2ncn1Cc1cccnc1	-13	-5	-7	104	-1	1.2	1.3	0	-7
Cc1ccc(S(=O)(=O)/N=C(\c2ccccc2)N(C)S(=O)(=O)c2ccc(C)cc2)cc1	-2	-2	-11	105	8	-1.6	-1.1	3	22
CCOC(=O)c1c(NC(=S)Nc2ccccc2)sc2c1CC(C)(C)SC2	-4	-2	-11	92	-8	-1.9	0.2	-2	7
Cc1ccccc1OCCNc1cc(N2CCNCC2)ccc1[N+](=O)[O-]	30*	·	-19	162*	4	-2.9	1.6	35	-2
CCCCn1c(N)c(N(CC(C)C)C(=O)CSC(C)C(=O)Nc2cc(C)on2)c(=O)[nH]c1=O (configuration not stated)	·	-2	3	·	·	-0.2	-0.3	·	·
CC(=O)c1c(C)[nH]c(C(=O)COc2cc(C)ccc2C(C)C)c1C	25*	73*	-14	105	12	8.9	9.1	6	1
Cc1c(Cl)cccc1NC(=S)NC(=O)CCN1C(=O)c2ccccc2C1=O	-2	-2	-5	97	-4	-1.0	0.9	-3	15
COc1ccccc1CNC(=O)CCCn1nc(C)c2c(C)n(-c3ccc(C)cc3)nc2c1=O	-10	2	-8	102	-2	-2.0	1.8	2	14

Molecules above containing fluorine (nine):
SMILES	GPR7 antag	GalR3 antag	OXTR potentiate	MEKK2 WT-MEK5	PfM18AAP inh	OXTR agonist	V1R ag counter	MEKK2mut PB1 HTS	NALP1 inh
O=S(=O)(c1ccc(Cl)c(NC(=S)N/N=C/c2c(F)cccc2F)c1)N1CCOCC1	-1	-5	-9	103	14	-2.6	0.3	1	16
Cn1nc(C(F)(F)F)c(-c2ccc(Br)cc2)c1NC(=O)Nc1ccc(F)cc1F	-12	-6	-18	138*	5	8.3	16	31	·
Cc1ccc(NC(=O)CCC(=O)OCC(F)(F)C(F)F)cc1	-13	-5	-4	101	2	-0.3	-0.8	-2	2
COc1ccc(C(=O)OCC(=O)Nc2ccc(F)c(F)c2F)cc1OC	-10	-6	-4	118	-1	1.0	1.6	9	-8
O=C(C[C@H]1C/C=C\C[C@@H](Cc2ccc(F)cc2)C(=O)O[C@H](c2ccccc2)CNC1=O)N[C@@H](CO)Cc1ccccc1	·	-7	0	·	·	2.5	2.8	·	·
CCN(CC)CCCC(C)NC(=O)c1ccc(C(F)(F)F)cc1 (configuration not stated)	-4	-5	-9	97	6	0.1	0.8	-1	6
CC(C(=O)Nc1ccc(Cl)cc1)c1ncc(C(F)(F)F)cc1Cl (configuration not stated)	5	-4	0	95	0	-0.9	1.0	-2	34
Cn1c(Cn2c(=O)sc3ccccc32)nnc1SCC(=O)Nc1ccc(F)cc1	-3	2	5	?	-45	-0.1	0.1	-14	-41
CN1CCN(C(=O)C2CCN(S(=O)(=O)c3ccc(F)cc3)CC2)CC1	-2	-8	4	94	2	1.2	0.9	-8	24
